Screening results (PubChem)
KCNK3 inh = human KCNK3 channel inhibition, primary screen; O14649; CHO-KCNK3 thallium flux, FluxOR fluorescence; stronger effect = lower value; B-score at 10 µM; actives 0.84% (n = 340,000);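 active = B-score under library mean minus 4 SD, starting fluorescence ratio at most library mean plus 5 SD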;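 also: more negative B-score means stronger inhibition of thallium flux through KCNK3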
HDAC3 inhib = inhibitors of human histone deacetylase 3. O15379. recombinant HDAC3, fluorogenic peptide/trypsin coupled, fluorescence. actives 0.15% (n = 320,000). inhibition, % at 8.3 µM; in the data active = inhibition above about 26%, passing the limit was not always enough
SKKanGAS inh = inhibitors of SKKanGAS S. pyogenes growth in kanamycin (SK-promoter or general growth effect); AID 1662; actives 1.3% (n = 300,000); inhibition, % at 7.5 µM; BacTiter-Glo, 6 h;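 active = mean replicate score, as percent of positive control median, at least 50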;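 also: strain carries kanamycin resistance gene driven by streptokinase promoter and grows in 40 µg/ml kanamycin; loss of luminescence reflects streptokinase promoter inhibition or plain growth inhibition; 0% = median of DMSO wells and 100% = positive control at its reference dose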
TMEM16A act = activators or potentiators of mouse TMEM16A chloride channel | Q8BHY3 | HEK293 TMEM16A/YFP-H148Q/I152L, iodide quench fluorescence; stronger effect = lower value | B-score at 10 µM | actives 0.3% (n = 340,000);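 active = fluorescence-ratio B-score plate-corrected deviation score at least 3 library SD below zero, with starting fluorescence score within 5 deviations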;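 also: channel opened by trigger with iodide after compound preincubation; score built on the fluorescence ratio of max minus min over baseline; more negative score means more quench and so TMEM16A activation or potentiation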
hERG protect = compounds protecting human hERG from proarrhythmic drug block. actives 0.51% (n = 310,000). CHO-hERG, FluxOR thallium flux, dofetilide IC70 present. activation (rescue from dofetilide block), less the hit threshold, % at 10 µM;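 active = activation above the mean of controls blocked by dofetilide plus 5 SD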;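 also: thallium influx through hERG after potassium depolarization seen as dye fluorescence rise; in these data hits start at about 4.7%; inactives centre near -7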
Target sequence (Q12809 whole entry, looked up): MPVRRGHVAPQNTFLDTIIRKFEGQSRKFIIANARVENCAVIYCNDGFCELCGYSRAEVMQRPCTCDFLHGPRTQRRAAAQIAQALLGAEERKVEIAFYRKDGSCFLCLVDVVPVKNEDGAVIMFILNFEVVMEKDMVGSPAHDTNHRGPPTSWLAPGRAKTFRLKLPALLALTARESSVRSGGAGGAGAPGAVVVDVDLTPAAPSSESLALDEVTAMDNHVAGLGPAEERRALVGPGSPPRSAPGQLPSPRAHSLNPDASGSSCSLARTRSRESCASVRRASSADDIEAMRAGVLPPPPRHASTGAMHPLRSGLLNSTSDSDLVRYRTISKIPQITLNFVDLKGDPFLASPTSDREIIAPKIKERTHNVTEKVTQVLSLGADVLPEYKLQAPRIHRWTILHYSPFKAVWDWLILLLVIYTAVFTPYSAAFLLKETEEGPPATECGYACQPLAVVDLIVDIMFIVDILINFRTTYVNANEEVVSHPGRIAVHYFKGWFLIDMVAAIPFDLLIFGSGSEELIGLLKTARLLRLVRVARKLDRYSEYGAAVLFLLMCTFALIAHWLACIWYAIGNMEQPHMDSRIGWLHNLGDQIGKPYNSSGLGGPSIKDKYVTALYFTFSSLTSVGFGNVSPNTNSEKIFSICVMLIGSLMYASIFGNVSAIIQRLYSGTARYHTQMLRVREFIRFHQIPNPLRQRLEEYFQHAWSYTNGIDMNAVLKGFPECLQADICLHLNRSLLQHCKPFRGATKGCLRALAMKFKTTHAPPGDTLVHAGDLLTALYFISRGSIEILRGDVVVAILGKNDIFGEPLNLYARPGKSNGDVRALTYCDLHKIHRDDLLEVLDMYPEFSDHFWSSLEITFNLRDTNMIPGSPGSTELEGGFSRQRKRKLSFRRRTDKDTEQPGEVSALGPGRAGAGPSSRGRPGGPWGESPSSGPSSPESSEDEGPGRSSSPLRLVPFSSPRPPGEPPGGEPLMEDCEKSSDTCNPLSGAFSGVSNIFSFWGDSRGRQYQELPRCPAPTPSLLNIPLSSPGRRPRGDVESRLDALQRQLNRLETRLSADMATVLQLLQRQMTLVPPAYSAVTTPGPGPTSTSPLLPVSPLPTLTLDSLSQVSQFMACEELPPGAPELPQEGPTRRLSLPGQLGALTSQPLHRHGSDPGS
RGS4 act = potentiators or activators of RGS4; B-score at 10 µM; HEK293 M3R/inducible RGS4, carbachol calcium flux Fluo4; stronger effect = lower value; actives 0.92% (n = 310,000);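 active = B-score of the integrated calcium signal more than 4 SD below the library mean, with starting fluorescence not abnormally high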;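 also: negative B-score means reduced calcium response which marks RGS4 activation or potentiation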
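Assay system: Inducible-RGS4 HEK293 cells carrying M3 receptor | Schedule: Compound preincubation 20 min at room temperature before agonist | Signal: Kinetic calcium fluorescence imaging with Fluo4-AM dye, 2 µM | Read-out basis: B score from integrated fluorescence ratio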
KCNQ1 block = blocks the human KCNQ1 potassium channel. B-score at 10 µM. AID 2642. CHO-K1 KCNQ1, FluxOR thallium flux fluorescence; stronger effect = higher value. actives 1.3% (n = 310,000). P51787;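 active = compounds whose thallium flux B-score, printed positive for inhibition, exceeds three library SD while starting fluorescence stays within three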;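 also: channel opened by potassium depolarization with thallium stimulus after 20 min compound exposure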
KCNQ1 pot = potentiators or activators of human KCNQ1 potassium channel. CHO-K1 KCNQ1, thallium flux FluxOR fluorescence; stronger effect = higher value. B-score at 10 µM. P51787. actives 0.35% (n = 310,000);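 active = fluorescence ratio B-score, a plate-corrected score, at least three library SD, with initial intensity B-score within 5 SD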
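Assay system: CHO-K1 cells stably expressing KCNQ1. Medium: assay buffer for compound exposure, DMSO matched across wells. Timing: 37 °C overnight plating, 90-min dark dye load, 20-min compound pretreatment. Signal: kinetic FluxOR fluorescence, 10 s baseline plus 110 s post-stimulus.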
TMEM16A inh = inhibitors of mouse TMEM16A calcium-activated chloride channel. Q8BHY3. HEK293 TMEM16A/YFP iodide influx fluorescence, ionomycin. normalized B-score (activity score, 25-100; higher = stronger inhibition) at 10 µM. AID 588511. actives 1.2% (n = 310,000);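 active = ratio plate-corrected score three or more library SD toward inhibition, starting fluorescence score within five deviations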;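 also: score derived from kinetic fluorescence span divided by baseline fluorescence per well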
RGS4 inh = human RGS4 inhibition; P49798; HEK293 M3R/RGS4 inducible, Fluo-4 calcium flux; stronger effect = higher value; triggered by carbachol at its EC20; B-score at 10 µM; actives 0.45% (n = 310,000);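 active = B-score, a plate-corrected calcium signal, over three deviations above library mean, with baseline fluorescence within five deviations of library mean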;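 also: RGS4 expression induced by doxycycline in cells with stable M3 receptor; B-score is computed from the integrated fluorescence ratio over baseline after carbachol; higher B-score means a larger calcium signal and so more RGS4 inhibition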
KCNK9 inh = human KCNK9 channel inhibition. HEK293 KCNK9, FluxOR thallium flux fluorescence; stronger effect = lower value. B-score at 10 µM. actives 1.2% (n = 310,000);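 active = ratio B-score over 3 SD below the library mean, with starting fluorescence within 5 SD of its mean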;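 also: negative B-score means less thallium flux so channel inhibition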
Numbers without * were called inactive; i = inactive; x = no result given. Rows were taken by chance; any-hit rate near 6.3%.

SMILES	KCNK3 inh	HDAC3 inhib	SKKanGAS inh	TMEM16A act	hERG protect	RGS4 act	KCNQ1 block	KCNQ1 pot	TMEM16A inh	RGS4 inh	KCNK9 inh
COc1ccc(/C=C/C(=O)Nc2ccccc2C(F)(F)F)cc1OC	i	-1	0	i	-5	i	i	i	i	i	i
NC(=O)C1CCN(C(=O)C2CCN(S(=O)(=O)c3ccccc3)CC2)CC1	i	1	-2	i	-6	i	i	i	i	i	i
CCCNC(=O)CSc1n[nH]c(=O)n1CCc1ccccc1	i	-1	1	i	-7	i	i	i	i	i	i
O=C(c1ccccc1)n1c(=O)cc[nH]c1=O	i	-9	-1	i	-8	i	i	i	i	i	i
COc1ccc2c(c1OC)C(=O)N(c1ccc(OCc3ccccc3)cc1)C2=O	i	-1	-1	x	-4	i	i	i	i	i	i
COC(=O)C1=C(C)N(C)C(C)=C(C(=O)OC)C1c1ccccc1C	i	4	-4	i	-9	i	i	i	i	i	i
CC(=O)c1ccc(NC(=O)c2cnn3c(C(F)F)cc(C4CC4)nc23)cc1	i	-1	25	i	-1	i	i	i	i	i	i
CCCc1ccc(OCc2ccc(C(=O)O)o2)c(OC)c1	i	-7	-3	i	-3	i	i	i	i	i	i
COC(=O)c1c(NC(=O)COc2ncnc3ccccc23)sc(C)c1C	i	x	3	i	-1	i	i	i	i	i	i
CCS(=O)(=O)N1CCN(c2ccc([N+](=O)[O-])c(NC(C)c3ccccc3)c2)CC1 (stereo not given)	i	-5	8	i	-4	i	i	i	i	i	i
CCCCN(CC)CCNC(=O)c1cc2c(=O)[nH]c3ccc(C)cc3c2s1	i	-17	-4	i	-5	i	i	i	i	i	i
CN1CCN(C(=O)c2cc([N+](=O)[O-])cc([N+](=O)[O-])c2)CC1	i	-4	4	i	-11	i	i	i	i	i	i
CC1=CC(c2ccc(Cl)cc2)n2ncnc2N1 (stereo not given)	i	-4	-3	i	-7	i	i	i	i	i	i
COc1cc(NC(=O)c2ccccc2[N+](=O)[O-])ccc1NC(=O)c1cc2ccccc2o1	i	8	34	i	-18	i	i	i	i	i	i
O=C(CC(=O)c1ccccc1)Nc1cccnc1Cl	i	0	-5	i	-7	i	i	i	i	i	i
Clc1cccc(Cl)c1CN1CCN(c2ncccn2)CC1	i	4	9	i	-6	i	i	i	i	i	i
COCC(=O)Nc1ccc(F)cc1	i	0	-1	i	0	i	i	i	i	i	i
COc1ccc(C(=O)Nc2ccc(-c3cn4ccsc4n3)cc2)cc1S(=O)(=O)N1CCOCC1	i	3	13	i	-11	i	i	i	i	i	i
O=C(CSc1nccn(-c2ccc(F)c(F)c2)c1=O)NC1CCCC1	i	x	0	i	-6	i	i	i	x	i	i
CCn1c(=O)cc(OCC(=O)Nc2ccc(OC)c(OC)c2)c2ccccc21	i	2	-12	i	-11	i	i	i	i	i	i
COC(=O)C1=C(C)N(C)C(=O)NC1c1c(O)ccc2ccccc12 (stereo not given)	i	1	1	i	-13	i	i	i	i	i	i
CCC(=O)Nc1c(C#N)c2nc3ccccc3nc2n1C1CCCCC1	i	3	3	i	-11	i	i	i	i	i	i
O=C(NCCSc1ccccn1)c1ccc(Cl)cc1Cl	i	3	-4	i	-2	i	i	i	i	i	i
O=C(Nc1ccc(S(=O)(=O)Nc2nccs2)cc1)c1cc(-c2ccncc2)nc2ccccc12	i	4	16	i	-11	i	i	i	i	i	i
Cc1ccc(NC(=O)c2cc(N3CCOCC3)nc3ccccc23)cc1	i	2	-7	i	-5	i	i	i	i	i	i
O=C(NC(=S)NCCc1ccccn1)c1ccccc1	i	5	4	i	-6	i	i	i	i	i	i
Fc1cc(Br)ccc1COc1ccc(-c2nnco2)cc1	i	-1	11	i	-11	i	i	i	i	i	i
O=C(N/N=C/c1ccco1)C12CC3CC(CC(C3)C1)C2	i	-3	1	i	-6	i	i	i	i	i	i
Nc1nc(Nc2ccccc2F)nc(NC2CCCCC2)c1[N+](=O)[O-]	i	14	17	x	-5	i	i	i	i	i	i
Cc1ccc(-n2c(-c3ccccc3)c[n+]3c2CCc2ccccc2-3)c(C)c1	-9.9*	-1	x	i	-27	i	15*	i	i	i	-13*
CC(=O)c1cccc(NC(=O)C2CCCN2S(=O)(=O)c2cccc3nsnc23)c1 (stereo not given)	i	1	-4	i	-11	i	i	i	i	i	i
Nc1c(C(=O)NC2CC2)c2nc3ccccc3nc2n1-c1ccc2c(c1)OCO2	i	-2	13	i	-7	i	i	i	i	i	i
COCCn1nnnc1CN(Cc1ccco1)Cc1cc2cc3c(cc2[nH]c1=O)OCO3	i	-7	-7	i	-3	i	i	i	i	i	i
COc1ccc(N2CCN(C(=O)CN3C(=O)C4CC=CCC4C3=O)CC2)cc1 (stereo not given)	i	-6	-4	i	0	i	i	i	i	i	i
Cc1cc2c(cc1C)NC1(C(=O)Nc3ccccc31)C1=C(CC(C)(C)CC1=O)N2 (stereo not given)	i	4	2	i	-13	i	i	i	i	i	i
Cc1nn(-c2ccc(F)cc2)c(C)c1/C=C/C(=O)N1CCNC(=O)C1	i	3	4	i	-13	i	i	i	i	i	i
COc1ccc(C(=O)NC(=S)N(C)C2CCCCC2)cc1	i	6	x	i	-4	i	i	i	i	i	i
CCCN1CN=C(NS(=O)(=O)c2ccc(C)cc2)NC1	i	-16	-9	i	-5	i	i	i	i	i	i
CCOC(=O)c1ccc(COC(=O)CCc2nc3ccccc3[nH]c2=O)o1	i	0	-5	i	-14	i	i	i	i	i	i
CC(C)Cc1nnc(NC(=O)CSc2nc(O)c(Cc3ccccc3)c(=O)[nH]2)s1	i	1	x	i	-11	i	i	i	i	i	i
O=C(Nc1ccccc1OCc1ccccc1)c1ccccc1Br	i	-1	6	i	-1	i	i	i	i	i	i
CC(C)(C)NC(=O)c1cccc(NC(=O)c2ccc(NC(=O)c3ccco3)cc2)c1	i	1	5	i	-14	i	i	i	i	i	i
COc1ccc(C(=O)/C=C2/C(=O)Nc3ccccc32)c(OC)c1	i	3	9	i	-5	i	i	i	i	i	i
Fc1ccccc1Cc1noc(CN2CCC(OCc3cccnc3)CC2)n1	i	1	-5	i	-3	i	i	i	i	i	i
O=C(NCc1cccnc1)c1cc([N+](=O)[O-])ccc1N1CCOCC1	i	0	-10	i	-15	i	i	i	i	i	i

Taken from the results shown for reference:
SMILES	KCNK3 inh	HDAC3 inhib	SKKanGAS inh	TMEM16A act	hERG protect	RGS4 act	KCNQ1 block	KCNQ1 pot	TMEM16A inh	RGS4 inh	KCNK9 inh
Fc1ccccc1Cc1noc(CN2CCC(OCc3cccnc3)CC2)n1	i	1	-5	i	-3	i	i	i	i	i	i
O=C(NCc1cccnc1)c1cc([N+](=O)[O-])ccc1N1CCOCC1	i	0	-10	i	-15	i	i	i	i	i	i

Copied from the results shown, 15 compounds:
SMILES	KCNK3 inh	HDAC3 inhib	SKKanGAS inh	TMEM16A act	hERG protect	RGS4 act	KCNQ1 block	KCNQ1 pot	TMEM16A inh	RGS4 inh	KCNK9 inh
O=C(N/N=C/c1ccco1)C12CC3CC(CC(C3)C1)C2	i	-3	1	i	-6	i	i	i	i	i	i
Nc1nc(Nc2ccccc2F)nc(NC2CCCCC2)c1[N+](=O)[O-]	i	14	17	x	-5	i	i	i	i	i	i
Cc1ccc(-n2c(-c3ccccc3)c[n+]3c2CCc2ccccc2-3)c(C)c1	-9.9*	-1	x	i	-27	i	15*	i	i	i	-13*
CC(=O)c1cccc(NC(=O)C2CCCN2S(=O)(=O)c2cccc3nsnc23)c1 (stereo not given)	i	1	-4	i	-11	i	i	i	i	i	i
Nc1c(C(=O)NC2CC2)c2nc3ccccc3nc2n1-c1ccc2c(c1)OCO2	i	-2	13	i	-7	i	i	i	i	i	i
COCCn1nnnc1CN(Cc1ccco1)Cc1cc2cc3c(cc2[nH]c1=O)OCO3	i	-7	-7	i	-3	i	i	i	i	i	i
COc1ccc(N2CCN(C(=O)CN3C(=O)C4CC=CCC4C3=O)CC2)cc1 (stereo not given)	i	-6	-4	i	0	i	i	i	i	i	i
Cc1cc2c(cc1C)NC1(C(=O)Nc3ccccc31)C1=C(CC(C)(C)CC1=O)N2 (stereo not given)	i	4	2	i	-13	i	i	i	i	i	i
Cc1nn(-c2ccc(F)cc2)c(C)c1/C=C/C(=O)N1CCNC(=O)C1	i	3	4	i	-13	i	i	i	i	i	i
COc1ccc(C(=O)NC(=S)N(C)C2CCCCC2)cc1	i	6	x	i	-4	i	i	i	i	i	i
CCCN1CN=C(NS(=O)(=O)c2ccc(C)cc2)NC1	i	-16	-9	i	-5	i	i	i	i	i	i
CCOC(=O)c1ccc(COC(=O)CCc2nc3ccccc3[nH]c2=O)o1	i	0	-5	i	-14	i	i	i	i	i	i
CC(C)Cc1nnc(NC(=O)CSc2nc(O)c(Cc3ccccc3)c(=O)[nH]2)s1	i	1	x	i	-11	i	i	i	i	i	i
O=C(Nc1ccccc1OCc1ccccc1)c1ccccc1Br	i	-1	6	i	-1	i	i	i	i	i	i
CC(C)(C)NC(=O)c1cccc(NC(=O)c2ccc(NC(=O)c3ccco3)cc2)c1	i	1	5	i	-14	i	i	i	i	i	i

(next part)
SMILES	KCNK3 inh	HDAC3 inhib	SKKanGAS inh	TMEM16A act	hERG protect	RGS4 act	KCNQ1 block	KCNQ1 pot	TMEM16A inh	RGS4 inh	KCNK9 inh
CCn1ccnc1C(O)c1cccc(OC)c1 (stereo not given)	i	6	8	i	-15	i	i	i	i	i	i
COc1ccc(-c2ccc(C#N)c(SCC(=O)NCCc3ccccc3)n2)cc1OC	i	1	x	i	-8	i	i	i	i	i	i
COc1cccc(N2CCN(C(=O)c3nc4nc(C)cc(C)n4n3)CC2)c1	i	-2	-5	i	-6	i	i	i	i	i	i
COc1ccc(-c2noc(N3CCCC(C(=O)Nc4ccc(F)cc4F)C3)n2)cc1 (stereo not given)	i	15	2	i	-6	i	i	i	i	i	i
COc1ccc(C(=O)N2C(=S)NC(=O)/C2=C\c2ccc(C)cc2)cc1	i	-7	21	i	4	i	i	i	i	i	i
COc1cc(OC)cc(C(=O)Nn2cc(C(=O)Nc3c(F)cccc3F)c3ccccc3c2=O)c1	i	-2	5	i	-2	i	i	i	i	i	i
COc1cccc(NC(=O)N2CCC(C(=O)Nc3ccc(C)cc3C)CC2)c1	i	-1	-3	i	-10	i	i	i	i	i	i
CC(=O)Nc1cccc(C(=O)N/N=C/c2cccc(C)n2)c1	i	-4	5	i	-3	i	i	i	i	i	i
CCC(OC(=O)c1ccco1)C(=O)NCc1ccc2c(c1)OCO2 (stereo not given)	i	-3	0	i	-5	i	i	i	i	i	i
